# TRPM1 prom inh = inhibitors of MITF-driven TRPM1 promoter in melanoma cells; SK-MEL-5 TRPM1 promoter luciferase, 24 h; inhibition, % at 12.5 µM; 330,000 compounds, 0.83% hits;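 active = mean inhibition across replicates of 60% or more, whatever share of single replicates reaches that level; inconclusive = some that reach 60%, reason not given; inactive = mean inhibition across replicates below 60%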; also: values of inactives mirror those of a sister screen read the other way
# NR2E3 ag-1 = agonists of human NR2E3 nuclear receptor; Q9Y5X4; CHO-S Gal4-NCOR/VP16-NR2E3 two-hybrid, luciferase; inhibition of corepressor binding, % at 3.98 µM; AID 602229; 360,000 compounds, 0.35% hits;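 active = inhibition above the mean of all tested compounds plus 3 SD, cut at about 70% in these data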;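 also: 0% = DMSO with NR2E3 transfected cells and 100% = cells lacking NR2E3 construct; higher means lower luciferase signal from less NR2E3 corepressor binding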
# Target sequence (Q9Y5X4 whole entry, looked up, the tested form may be a part): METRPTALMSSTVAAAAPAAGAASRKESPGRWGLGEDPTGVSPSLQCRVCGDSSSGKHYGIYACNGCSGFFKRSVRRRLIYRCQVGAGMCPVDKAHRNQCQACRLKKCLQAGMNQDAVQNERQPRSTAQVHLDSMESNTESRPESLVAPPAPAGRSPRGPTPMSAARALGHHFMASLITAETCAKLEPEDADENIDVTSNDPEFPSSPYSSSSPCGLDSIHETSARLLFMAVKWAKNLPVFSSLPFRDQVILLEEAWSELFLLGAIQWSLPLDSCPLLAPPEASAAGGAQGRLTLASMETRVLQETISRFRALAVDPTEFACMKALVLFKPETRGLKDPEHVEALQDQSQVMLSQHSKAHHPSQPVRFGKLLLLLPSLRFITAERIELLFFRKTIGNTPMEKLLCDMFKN
# Exocytosis inh = lytic granule exocytosis inhibition. TALL-104 LAMP-1 surface exposure, flow cytometry; cells stimulated with thapsigargin and PMA. inhibition, % at 10 µM. 360,000 compounds, 0.66% hits. AID 651702;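 active = inhibition above about 55%, limit read from the data; inconclusive = no clear call, values can overlap the other calls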
# aDG glyco up = increases alpha dystroglycan glycosylation | activation, % at 10 µM | Pro5-aDG cells, alpha-DG glycosylation AlphaScreen (IIH6); 0% Pro5, 100% B10-LARGE cell signal | 360,000 compounds, 0.22% hits | AID 624168;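 active = activation of at least 8% versus controls, or a plate z-score of at least 8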;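 also: Pro5 are CHO cells carrying HIG-tagged alpha-DG that lacks glycosylation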
# Peg3 prom inh = reduces Peg3 promoter-driven luciferase expression in HeLa; HeLa PEG-Prom luciferase reporter, luminescence, overnight; inhibition, % at 20 µM; 360,000 compounds, 1.7% hits;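 active = inhibition of at least 50% at 20 µM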
# CaV13 ICDI inh = Disruptors of the CACNA1D IQ motif to Ca2+-dependent inactivation inhibitor domain association, primary screening, Förster resonance energy transfer in intact living …; HEK cells, CFP/YFP FRET ICDI-IQ, plate reader, 10 min; percent FRET-ratio fall versus neutral wells; inhibition, % at 12.3 µM; 340,000 compounds, 0.098% hits; AID 743397;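 active = mean replicate inhibition of at least 30% and at least 1% of replicates passing that level; inconclusive = only one of the two criteria is met; inactive = neither criterion is met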;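 also: 0% = median of the neutral control wells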
# HIF-2a block = HIF-2a inhibition; 786-0 RCC cells HIF-2a reporter, luciferase luminescence, overnight; inhibition, % at 18.8 µM; 360,000 compounds, 0.72% hits; AID 624352;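 active = inhibition of the luminescence signal of 40% or more relative to plate controls, in a single-dose primary screen at 18.75 µM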
# PDI turbidity = inhibitors of human protein disulfide isomerase; inhibition, % at 10 µM; 350,000 compounds, 0.052% hits; PDI insulin aggregation turbidity, A650, 90 min; AID 588391; P07237;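 active = mean inhibition across replicates of 30% or more, whatever share of single replicates reach that level; inconclusive = mean inhibition below 30% while every single replicate reaches 30%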;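 also: absorbance from insulin aggregation driven by PDI reduction with DTT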
# Target sequence (P07237 whole entry, looked up): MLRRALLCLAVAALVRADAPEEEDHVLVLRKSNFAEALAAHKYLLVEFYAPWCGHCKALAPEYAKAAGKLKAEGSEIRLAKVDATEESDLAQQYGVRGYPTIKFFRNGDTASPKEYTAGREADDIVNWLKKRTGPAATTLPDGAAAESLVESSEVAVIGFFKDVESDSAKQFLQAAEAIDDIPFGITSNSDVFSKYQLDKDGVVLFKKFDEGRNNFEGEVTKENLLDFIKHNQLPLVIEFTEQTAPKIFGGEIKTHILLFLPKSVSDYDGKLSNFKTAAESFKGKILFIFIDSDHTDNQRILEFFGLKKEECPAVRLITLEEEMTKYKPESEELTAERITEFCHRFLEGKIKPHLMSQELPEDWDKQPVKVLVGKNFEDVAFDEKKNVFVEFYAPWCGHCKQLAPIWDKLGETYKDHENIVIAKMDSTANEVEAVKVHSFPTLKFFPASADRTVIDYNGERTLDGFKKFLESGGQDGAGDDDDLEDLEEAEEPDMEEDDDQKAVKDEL
# NR2E3 ag-2 = agonists of human nuclear receptor NR2E3; GST-NR2E3/biotin-RetCOR TR-FRET, 1536-well; inhibition of corepressor binding, % at 4.78 µM; 320,000 compounds, 0.12% hits; AID 2300;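 active = percent inhibition above the cutoff of mean plus 3 SD of all tested compounds, set per screening campaign, cut at about 20% in these data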;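 also: 0% = DMSO wells and 100% = biotin wells as full block of FRET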
#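 Material – GST-tagged NR2E3 plus biotinylated RetCOR corepressor · Quantity – NR2E3 fusion 1.35 nM · Times – 5 h incubation at 4 °C · Medium – pH 7.5 Tris-based buffer · Technique – TR-FRET, Eu(K)-anti-GST donor, streptavidin-D2 acceptor, ex 340, em 617/671 nm · Benchmarks – high control biotin, low control 0.6% DMSO · Format – 1536-well plates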
# Vif inh = blocks HIV Vif function; HEK293T cells, Vif self-association by quenched fluorescence, imaging, 24 h; inhibition, % at 7.49 µM; 340,000 compounds, 0.35% hits; in the data active = inhibition above about 50%, passing the limit was not always enough; inconclusive = no clear call, values can overlap the other calls; inactive = below about 31%; also: some results filed as inactive read as strong as hits
# hiPSC survival = hiPSC single-cell survival enhancement | ATPlite luminescence; 100% = ROCK inhibitor wells, 0% = DMSO | survival enhancement, % at 20 µM | 360,000 compounds, 0.044% hits | AID 602274; in the data active = survival enhancement above about 18%;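 also: cells exposed to compounds for 16 hours before the ATP read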
# Active calls of the source: *; i = inactive; u = inconclusive; x = not tested or not shown; + = active, no number; & = joins results of further samples.
SMILES,TRPM1 prom inh,NR2E3 ag-1,Exocytosis inh,aDG glyco up,Peg3 prom inh,CaV13 ICDI inh,HIF-2a block,PDI turbidity,NR2E3 ag-2,Vif inh,hiPSC survival
CCN1C(=O)[C@H]2[C@@H](c3ccc(C)cc3)N3C(=O)N(c4cccc(Br)c4)C(=O)[C@@]3(CC(C)C)[C@H]2C1=O,2.5,-18.2,1.8,-0.2,5.2,-12.0,8.0,-3.8,-1.3,-3.4,1.9
Clc1cccc(Cl)c1C[n+]1cccc2ccccc21,9.7,11.2,2.6,0.0,11.2,-1.0,19.0,8.7,-0.6,2.6,0.1
CCN1C=CC2=C(C#N)C(N)C(C#N)(C#N)C(c3ccccc3C(F)(F)F)C2C1 (configuration not stated),18.8,-12.7,-3.3,0.1,7.1,x,27.0,-2.0,-4.2,i,-4.8
Cc1cccc(NC(=O)CCN2CCOCC2)c1,6.6,4.1,-1.2,-0.2,-6.2,-5.4,12.4,3.5,3.2,-4.2,-0.7
COc1ccc(S(=O)(=O)/N=C2\C=C(Nc3ccc(O)cc3)C(=O)c3ccccc32)cc1,99.0*,114.0*,68.5*,-0.6,104.2*,-4.1,1.2,-1.7,-1.2,-7.9,-0.5
CCOC(=O)Nc1sc2c(c1C#N)CCC(C)C2 (configuration not stated),-88.3,-125.4,0.1,-0.1,-339.1,x,-319.4,0.1,0.4,-2.2,-1.3
Cc1ccc(N(CCC#N)C(=O)COC(=O)C2=COCCO2)cc1,0.0,-12.1,3.5,-0.1,-1.6,-2.3,-4.3,-6.1,-0.2,2.4,-0.2
COc1cc(OC)cc(-c2c(-c3cccs3)c3cc(-c4ccc(OC)c(OC)c4)ccc3n2C)c1,-5.3,-21.9,-5.7,0.0,3.3,-12.6,20.8,4.7,-0.8,0.5,0.2
O=C(NCc1ccccc1Cl)C1CCC(=O)N(C2CC2)C1 (configuration not stated),-1.2,-51.2,-7.6,0.1,-15.0,-7.1,-24.2,4.7,3.4,u,0.5
C/C(=N\Nc1nccnc1Cl)c1ccc(Br)cc1,-21.5,-127.9,3.8,0.0,-80.9,-6.9,-102.5,-7.4,x,1.6,-0.3
CC(=O)Nc1ccc(C(=O)NNC(=O)CCc2ccccc2)cc1,5.3,-24.6,-3.8,0.1,1.6,-11.9,13.9,1.5,-0.7,5.8,-1.2
Nc1ccc2c(c1)C(=O)c1cc(Cl)c(Cl)cc1-2,-2.5,1.9,-3.7,-0.2,-34.9,-3.7,-55.1,-8.1,x,8.2,-0.7
CC(C)NS(=O)(=O)c1ccc(CCC(=O)N2CCCCC2)cc1,-2.4,-9.9,0.2,0.5,4.9,-6.6,-2.3,9.7,1.5,7.5,-2.5
CCOc1nc(S(=O)(=O)c2ccc(C)cc2)c(Cl)s1,-2.8,-4.9,-1.7,0.2,19.0,x,21.4,3.9,-2.5,4.5,-0.4
[O-][n+]1onc2c1CCc1c-2nn(-c2ccccc2Cl)[n+]1[O-],6.8,11.5,-1.5,0.0,47.4,-6.8,4.3,-0.9,2.6,-2.2,-2.1
CC1(C)CC(=O)C(C=NCCN2CCN(CC(=O)Nc3ccccc3)CC2)=C(O)C1,0.7,-6.8,-2.0,0.0,14.4,-12.5,-2.1,18.5,-5.0,-5.1,0.7
CC(=O)N1CCCc2cc(S(=O)(=O)NC(C(=O)NCc3ccc(C)cc3)C(C)C)ccc21 (configuration not stated),-1.3,9.3,-0.4,0.3,14.0,-5.4,5.6,-1.8,3.9,-1.3,9.4
COC(=O)c1c(NC(=O)C2(C)Cc3ccccc3C(=O)O2)sc2c1CCCC2 (configuration not stated),7.4,16.1,4.1,-0.2,22.0,x,-15.8,-4.0,0.9,-9.5,-0.8
CCOC(=O)c1cc2c(=O)n3ccccc3nc2n(C(C)C)c1=NC(=O)c1ccco1,-8.2,-14.3,-7.3,1.6,-3.4,+,13.0,0.8,-2.7,13.7,-0.1
COc1cc(S(=O)(=O)NC2CCCCC2)ccc1Cl,11.6,26.6,3.2,0.0,-4.0,-1.6,20.8,-7.7,4.2,6.0,-0.2
Cc1cccc(OCC(=O)N2CCc3ccccc3C2)c1C,x,-13.8,2.1,1.3,-63.5,-8.5,-112.7,-1.3,x,-5.9,-2.2
O=C(NC1CC1)C1CC(=O)N(c2cccc(Cl)c2Cl)C1 (configuration not stated),-9.9,-15.5,-8.7,-0.4,-2.9,x,-1.8,6.5,-0.6,4.5,-0.5
CCn1c(C)nc2c(=O)oc3ccccc3c21,12.4,22.7,0.3,-0.1,-12.1,-4.2,-6.7,2.9,-4.6,-31.5,-2.8
CC(C)c1ccc(OCC(=O)N(Cc2ccccc2)c2ccccn2)cc1,2.1,26.1,2.4,-0.3,9.4,-17.9,-6.2,8.4,4.3,-2.7,-1.9
O=C(Nc1ccc(Cl)cn1)c1ccc(Br)c(S(=O)(=O)N2CCCCC2)c1,3.9,-3.6,3.3,0.9,11.4,-24.4,-38.1,2.3,0.4,5.2,-0.4
# More compounds:
SMILES,TRPM1 prom inh,NR2E3 ag-1,Exocytosis inh,aDG glyco up,Peg3 prom inh,CaV13 ICDI inh,HIF-2a block,PDI turbidity,NR2E3 ag-2,Vif inh,hiPSC survival
COc1cc2c(C(=O)NCCCN3CC(C)CC(C)C3)cn(CC(C)C)c(=O)c2cc1OC (configuration not stated),-5.2,-9.8,-0.7,0.2,7.2,-4.4,9.1,2.2,2.8,4.6,-1.5
CCc1nnc(NC(=O)c2cnccn2)s1,6.9,-18.0,2.1,0.1,-9.9,x,-16.7,-5.3,1.3,-2.1,0.1
Fc1cccc(Cl)c1CNCc1cccnc1,-13.5,-19.0,-4.5,0.0,-0.3,-21.4,2.4,2.5,-1.1,-10.5,0.0
O=C(O)c1cccc(Nc2nc(-c3ccccc3)nc3ccccc23)c1,6.5,-17.3,-1.6,-0.2,2.1,-20.4,12.1,4.2,-3.5,-6.8,-0.2
CCN(CC)CCNC(=O)Cn1nc(-c2ccccc2)c2ccccc2c1=O,4.7,-11.2,-1.0,0.0,8.3,x,14.2,1.0,2.1,6.9,-0.9
Cc1noc(C)c1COc1cccc(C(=O)OCCOc2ccc(F)cc2)c1,-31.0,-14.8,15.4,0.1,-58.3,x,-15.2,-1.9,-0.6,-15.6,-0.4
O=C(NNc1ccc([N+](=O)[O-])cc1)c1ccco1,2.4,-10.5,2.2,-0.1,0.1,-5.5,-3.3,4.7,3.3,x,-0.2
Cc1nc2c(C#N)c[nH]n2c(=O)c1CCO,6.4,-9.0,0.0,0.1,-29.5,-2.0,5.3,-0.3,-1.1,0.5,1.3
Cc1noc(NS(=O)(=O)c2ccc(NC(=O)C(F)(F)C(F)(F)C(F)(F)F)cc2)c1C,x,-13.5,-8.3,0.1,6.5,8.3,21.4,-1.3,-3.6,-2.3,2.8
O=C(CNS(=O)(=O)c1ccc(F)cc1)Nc1ccc(C(F)(F)F)cc1,9.2,24.3,1.2,-0.1,17.7,-4.2,16.4,-11.1,-1.6,-5.6,4.9
O=C(COC(=O)[C@@H]1CCCN1S(=O)(=O)c1ccccc1F)Nc1ccc(OC(F)F)cc1,7.8,10.8,-2.7,0.3,13.3,-4.9,6.5,-3.0,0.2,-13.7,-0.8
C[C@@H]1CN([C@H](C)CO)C(=O)c2cc(NC(=O)NC3CCCCC3)ccc2O[C@H]1CN(C)S(C)(=O)=O,-2.5,-46.5,-0.4,-0.3,-0.2,-11.3,10.3,-2.8,x,-1.3,2.5
COc1ccc(C(CC(=O)c2ccc(C)cc2)C(C#N)C#N)cc1OC (configuration not stated),20.5,5.1,18.4,0.1,93.0*,-8.7,55.6*,-2.0,-0.8,u,-4.0
COC(=O)c1c(C)nn(-c2ccccc2)c1-n1cccc1,10.0,5.2,0.0,-0.1,20.2,-7.3,7.5,2.8,1.0,-11.4,-2.6
CCOC(=O)c1cc(-c2ccccc2)sc1NC(=O)COC,-21.7,-9.9,-0.9,-0.2,-42.7,-6.4,-200.0,-0.1,-1.9,0.9,-0.7
O=C(C1CCCN(S(=O)(=O)c2cccc3nsnc23)C1)N1CC=C(c2ccccc2)CC1 (configuration not stated),19.3,29.6,0.3,0.9,23.4,x,11.1,8.2,0.5,-38.1,1.6
COc1ccc(C)cc1NC(=O)CC(NC(C)=O)c1ccccc1 (configuration not stated),4.8,2.3,14.8,0.0,15.5,-4.6,8.6,5.8,-1.4,1.2,0.3
COc1ccc(Br)cc1/C=N/NC(=O)c1ccco1,2.1,-8.2,-4.1,0.0,18.4,-2.9,-14.8,15.4,2.5,-2.2,0.7
O=c1c2ccccc2nc(/C=C/c2c[nH]c3ccccc23)n1-c1ccc([N+](=O)[O-])cc1,6.7,-7.3,1.5,0.4,20.3,0.6,6.6,-18.0,-4.0,2.1,-1.8
O=[N+]([O-])c1ccc(/C=N/Nc2nc(N3CCCCC3)nc(N3CCCCC3)n2)o1,34.5,-3.5,-3.5,0.1,-3.4,-5.4,19.1,0.0,-2.3,2.4,2.9
O=[N+]([O-])c1ccc(SCCc2ccncc2)cc1,-4.0,-22.5&-1.6,-5.8&-4.1,0.5&0.2,1.6&5.6,-5.0&-19.2,2.9&5.5,0.6&-0.5,1.6&-2.4,-2.1&-2.4,-0.2&-0.1
Cc1ccccc1NC(=O)C(=O)NNC(=O)COc1ccc2ccccc2c1,-6.8,2.8,-1.6,-0.1,18.4,-6.9,16.2,11.7,-2.9,21.9,-0.4
COc1cc(NCCCCC(C)N)c2nccc(C)c2c1 (configuration not stated),x,-18.0,1.4,0.5,6.8,-6.5,21.9,-0.8,x,-2.3,-4.1
CN(C(=O)CSc1nnc(NC2CCCCC2)s1)C1CCS(=O)(=O)C1 (configuration not stated),5.9,-11.8,0.9,-0.2,22.1,-4.6,5.9,1.2,-3.6,-11.2,-0.5
Cc1cc(C)cc(N(C(C)C(=O)NC2CCCC2)S(C)(=O)=O)c1 (configuration not stated),4.6,4.6,-0.4,-0.1,9.0,-4.0,12.8,14.5,3.5,8.4,-0.7

# Entries of single compounds, looked up by structure. Order of values: TRPM1 prom inh	NR2E3 ag-1	Exocytosis inh	aDG glyco up	Peg3 prom inh	CaV13 ICDI inh	HIF-2a block	PDI turbidity	NR2E3 ag-2	Vif inh	hiPSC survival
# COc1cc2c(C(=O)NCCCN3CC(C)CC(C)C3)cn(CC(C)C)c(=O)c2cc1OC (configuration not stated) reads -5.2	-9.8	-0.7	0.2	7.2	-4.4	9.1	2.2	2.8	4.6	-1.5
# CN(C(=O)CSc1nnc(NC2CCCCC2)s1)C1CCS(=O)(=O)C1 (configuration not stated) reads 5.9	-11.8	0.9	-0.2	22.1	-4.6	5.9	1.2	-3.6	-11.2	-0.5
# Cc1ccccc1NC(=O)C(=O)NNC(=O)COc1ccc2ccccc2c1 reads -6.8	2.8	-1.6	-0.1	18.4	-6.9	16.2	11.7	-2.9	21.9	-0.4

# Source: PubChem BioAssay (several laboratories)
